RORgamma inh: qHTS for inhibitors of ROR gamma transcriptional activity; Nuclear receptor ROR-gamma (Mus musculus), P51450; Drosophila S2 Gal4-RORgamma UAS-luciferase reporter, 20 h; Potency, µM (titrated, usually from 53.6 µM), inactives show at the highest dose activity change, negative = inhibition, usual class: inhibitors; actives 5.4% (n = 310,000); note: potency is the fitted concentration of half-maximal effect; % is set by controls: 0 for no effect and ±100 for the full control effect; nearly all actives have a fitted effect of over 60% in size
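Luminescence from a UAS-regulated Photinus luciferase reporter in stably transfected Drosophila Schneider cells is measured; decreased signal marks ROR gamma inhibition. Fusion expression is induced by 700 uM copper sulfate for 20 hr.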
Gal4-VP16 FLuc: VP16 counterscreen qHTS for inhibitors of ROR gamma transcriptional activity; Drosophila S2 Gal4-VP16 UAS-luciferase, luminescence, 20 h; Potency, µM (series often up to 53.6 µM), for inactives: at the highest dose activity, negative = inhibition, usual class: inhibitors; actives 3.5% (n = 310,000);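 note: Gal4-VP16 expression switched on by copper sulfate through the metallothionein promoter; potency is the fitted concentration of half-maximal effect; % is set by controls: 0 for no effect and ±100 for the full control effect; nearly all actives have a fitted effect of over 50% in size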
ELG1 DNA repair: qHTS screen for small molecules that inhibit ELG1-dependent DNA repair in human embryonic kidney (HEK293T) cells expressing luciferase-tagged ELG1; Potency, µM (titrated, usually from 46.1 µM), for inactives: top-dose activity change, negative = inhibition, most hits filed as inhibitors; HEK293T ELG1-luciferase reporter, luminescence, 16 h; DNA damage induced by 5-fluorouridine; actives 2.3% (n = 330,000); note: potency is the fitted concentration of half-maximal effect; % is set by controls: 0 for no effect and ±100 for the full control effect; nearly all actives have a fitted effect of over 55% in size
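5-Fluorouridine DNA damage + compound/DMSO, 2,000 cells/well, 16 h, 37 °C/5% CO2. ONE-Glo, 30 min RT, luminescence. Readout = decrease in reporter signal.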
KCNH2 3.1 inh: qHTS for Inhibitors of KCHN2 3.1: Mutant qHTS; U2OS KCNH2 3.1, thallium flux FluxOr; hits give low values; activity change, % (tested at about 1.8 µM); actives 0.95% (n = 340,000);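 active = maximum activity change below -70%; inconclusive = maximum activity change from -70% to -50%; inactive = maximum activity change above -50%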;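 note: thallium influx rate constant from kinetic fluorescence after stimulation buffer; % is set by controls: 0 for no effect and ±100 for the full control effect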
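Thallium flux read-out: FluxOr dye with Red40 quencher in HBSS/HEPES, 45 min at RT. Rate constants from kinetic reads were normalized to positive and negative DMSO controls. Cells: U2OS virally expressing the 3.1 isoform.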
MBNL1-CUG inh: qHTS Assay for Inhibitors of MBNL1-poly(CUG) RNA binding; TR-FRET MBNL1-His/biotin-(CUG)12 binding, 665/545 ratio; Potency, µM (doses to about 57.5 µM), inactives show top-dose activity change, negative = inhibition, actives largely listed as inhibitors; actives 0.036% (n = 280,000); active = well fitted inhibition curve with a large enough effect in the signal ratio, with a control signal flat, not every such curve was filed as active; inconclusive = small, poorly fitted or top-dose-only effect, or effect the other way, or a change in a side signal; inactive = no such curve, though single readings can be large or run the other way; the % refers to the signal ratio; note: potency is the fitted concentration of half-maximal effect; % is set by controls: 0 for no effect and ±100 for the full control effect
Target sequence (Q9NR56 whole entry, looked up): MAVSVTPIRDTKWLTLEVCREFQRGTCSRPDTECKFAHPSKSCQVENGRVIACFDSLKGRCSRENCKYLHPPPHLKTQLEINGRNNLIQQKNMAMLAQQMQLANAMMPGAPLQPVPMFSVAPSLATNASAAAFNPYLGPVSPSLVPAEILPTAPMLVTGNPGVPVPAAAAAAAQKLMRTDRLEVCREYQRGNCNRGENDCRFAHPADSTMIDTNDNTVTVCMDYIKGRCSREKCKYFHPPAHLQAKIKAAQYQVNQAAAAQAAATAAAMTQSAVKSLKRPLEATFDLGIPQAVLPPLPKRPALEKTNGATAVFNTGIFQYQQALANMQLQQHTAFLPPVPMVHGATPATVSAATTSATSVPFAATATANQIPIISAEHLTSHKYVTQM
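Compound titration spanned 92 nM–58 uM against the MBNL1-His/biotin-(CUG)12 complex. After 60 min at room temperature with 5 nM streptavidin-XL665 and 0.055 ng/ul terbium anti-His, ratiometric 665/545 nm emission (Ex 340 nm) normalized to controls.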
NPC1 prom act: qHTS Assay for NPC1 Promoter Activators; actives 2.4% (n = 320,000); AID 485313, 2010; Huh7 NPC1 promoter luciferase reporter, 24 h; Potency, µM (top dose mostly 9.22 µM), for inactives: at the top dose activation, hits mostly activators;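 note: potency is the fitted concentration of half-maximal effect; % of control where 0% means no effect; nearly all actives have a fitted effect of over 60% in size; reporter is driven by a mutant NPC1 promoter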
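Huh7 reporter cells (NPC1 promoter driving luciferase) are dosed with compound for 24 h at 37 °C, 5% CO2; luciferase detection reagent is then added and luminescence measured after 10 min at ambient temperature.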
FLuc modulator: qHTS profiling assay for firefly luciferase inhibitor/activator using purifed enzyme and Km concentrations of substrates (counterscreen for miR-21 project); purified FLuc, Km substrates, luminescence inhibition; Potency, µM (highest dose often 57.5 µM), without a hit: top-dose activity change, negative = inhibition, hits mostly inhibitors; actives 6.9% (n = 360,000); AID 588342, 2011; Luciferin 4-monooxygenase (Photinus pyralis), P08659;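 note: potency is the fitted concentration of half-maximal effect; plate controls were vehicle for no effect and reference inhibitor for full effect; nearly all actives have a fitted effect of over 55% in size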
Target sequence (P08659 whole entry, looked up): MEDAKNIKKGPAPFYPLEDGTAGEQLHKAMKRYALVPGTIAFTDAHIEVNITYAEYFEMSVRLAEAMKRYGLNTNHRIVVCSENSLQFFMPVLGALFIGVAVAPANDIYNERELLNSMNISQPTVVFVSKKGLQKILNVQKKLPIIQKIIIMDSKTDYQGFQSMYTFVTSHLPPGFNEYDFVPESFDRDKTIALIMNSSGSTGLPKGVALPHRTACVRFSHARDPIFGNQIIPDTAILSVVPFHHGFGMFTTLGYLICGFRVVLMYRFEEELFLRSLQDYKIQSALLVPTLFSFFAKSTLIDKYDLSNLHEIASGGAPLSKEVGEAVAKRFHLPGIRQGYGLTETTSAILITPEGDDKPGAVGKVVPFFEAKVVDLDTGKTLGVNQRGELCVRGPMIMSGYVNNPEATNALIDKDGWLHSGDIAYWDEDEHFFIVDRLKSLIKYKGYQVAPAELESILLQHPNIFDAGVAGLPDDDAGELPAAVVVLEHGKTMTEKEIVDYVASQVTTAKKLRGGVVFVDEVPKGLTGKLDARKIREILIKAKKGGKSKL
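Purified P. pyralis luciferase, 10 nM final, with Km-level 10 uM D-luciferin and 10 uM ATP in 50 mM Tris acetate pH 7.5, 10 mM Mg acetate, 0.01% Tween-20, 0.05% BSA; 6-point qHTS titration about 60 µM downward; luminescence read.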
PKM2 activator: qHTS Assay for Activators of Human Muscle isoform 2 Pyruvate Kinase | purified PKM2, Kinase-Glo ATP luminescence, activation; response scale: 0% is enzyme alone, no compound | Potency, µM (titrated, usually from 57.5 µM), inactives show at the top dose activation, usual class: activators | actives 0.34% (n = 260,000) | AID 1631, 2009; note: potency is the fitted concentration of half-maximal effect; % is set by controls: 0 for no effect and ±100 for the full control effect; nearly all actives have a fitted effect of over 55% in size
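Kinase-Glo luminescence reports ATP generated from ADP (0.1 mM) and PEP (0.5 mM) by purified hPK-M2 after 1 h at room temperature, pH 7.2 imidazole buffer; intermediate enzyme activity allows detecting inhibitors and activators.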
Mito fusion act: qHTS Assay for Small Molecule Inhibitors of Mitochondrial Division or Activators of Mitochondrial Fusion. S. cerevisiae fusion-defective mutant growth rescue, CellTiterGlo 48 h. Potency, µM (titrated, usually from 46.1 µM), inactives show at the highest dose growth rescue (activation), hits mostly activators. actives 0.23% (n = 320,000);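 note: potency is the fitted concentration of half-maximal effect; % of control where 0% means no effect; nearly all actives have a fitted effect of over 45% in size; temperature-sensitive fusion mutants such as fzo1-1 at 37 °C on non-fermentable ethanol glycerol medium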
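Yeast fusion mutant, YPEG (non-fermentable carbon), compound, 48 h at 37C non-permissive; CellTiterGlo added, 10 min RT, luminescence read. Rescued growth = division inhibition.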
Menin-MLL TR inh: qHTS Assay for Inhibitors Targeting the Menin-MLL Interaction in MLL Related Leukemias: Competition With Texas Red Labeled MLL-derived Mutant Peptide; Potency, µM (series often up to 61.6 µM), inactives show at the highest dose FP activity change, negative = inhibition, hits mostly inhibitors; Menin + Texas Red MLL mutant peptide, fluorescence polarization; AID 1768, 2009; actives 0.23% (n = 270,000); active = well fitted inhibition curve with a large enough effect in the polarisation, with a control signal flat, not every such curve was filed as active; inconclusive = small, poorly fitted or top-dose-only effect, or effect the other way, or a change in a side signal; inactive = no such curve, though single readings can be large or run the other way; the % refers to the polarisation; note: potency is the fitted concentration of half-maximal effect; % of control where 0% means no effect; many of its hits are not listed in these tables
Rab9 promoter act: qHTS Assay for Rab9 Promoter Activators; actives 2.8% (n = 320,000); Potency, µM (doses to about 9.22 µM), without a hit: at the highest dose activation, negative = inhibition, hits mostly activators; Huh7 Rab9 promoter-luciferase reporter, luminescence, 24 h; note: potency is the fitted concentration of half-maximal effect; % of control where 0% means no effect; nearly all actives have a fitted effect of over 60% in size
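Cells were plated at 1500 per well in reduced-serum medium with 10% FBS and left 2 h. Compound in DMSO was then added for 24 h at 37 °C. Reporter signal was read by luminescence after 10 min with luciferase detection reagent.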
An asterisk follows results filed as active; ? = inconclusive; . = not tested or not shown; & = joins results of further samples; [ ] = remark or other dose. Unless noted, calls come from the whole dose curve; as a rule, active = well fitted curve in the direction sought with a large enough effect; inconclusive = small, poorly fitted or top-dose-only effect, or another doubt; inactive = no such curve, though single readings can be large; an effect the other way counts as inactive or inconclusive.

SMILES | RORgamma inh | Gal4-VP16 FLuc | ELG1 DNA repair | KCNH2 3.1 inh | MBNL1-CUG inh | NPC1 prom act | FLuc modulator | PKM2 activator | Mito fusion act | Menin-MLL TR inh | Rab9 promoter act
Cc1cc(C)c2c(N)c(C(=O)NCc3ccco3)sc2n1 | ? | 2% | 12% | 1 | 29% | 25% | ? | -4% | 5% | -1% | 28%
Cc1cc(OC(F)F)ccc1NC(=O)Nc1ccc2c(c1)OCO2 | -2% | -1% | -5% | 10 | -1% | 17% | 1% | 0% | 2% | -8% | 11%
Cc1ccc(C)c(S(=O)(=O)Nc2ccc3scnc3c2)c1 | ? | ? | -26% | 1 | -11% | -27% | -6% | 3% | 14% | 22% | -26%
O=C(c1ccncc1)N1N=C(C2CCCCC2)CC1(O)C(F)(F)F (stereo unspecified) | -26% | ? | -25% | 5 | -1% | -2% | 3% | -7% | 4% | 6% | 0%
COc1ccc(CNC(=O)C(c2ccc(C)cc2)N(Cc2cccs2)C(=O)c2ccc3c(c2)OCCO3)cc1 (stereo unspecified) | 37% | 0% | ? | -38 | -2% | 4% | 1% | 0% | 3% | 25% | 9%
CC(=O)N1[C@H](C)C=C[C@]1(Cc1ccccc1)C(=O)O | 3%&-2% | -4%&-10% | 10% | 8 | 3% | -1% | 0% | -5%&-5% | -10% | -5%&-6% | -6%
COc1ccc(-n2c(-c3cccc(C)c3[N+](=O)[O-])n[nH]c2=S)cc1 | 7.9µM* | -6% | 10% | -9 | -1% | 1% | 4% | 11µM* | -1% | -17% | 4%
Cc1c(NC(=S)N/N=C\c2ccccc2O)c(=O)n(-c2ccccc2)n1C | ? | -21% | ? | 17 | 16% | 0% | -5% | -6% | -3% | 5% | -5%
O=C(Cn1cnc2c(nnn2Cc2ccccc2F)c1=O)NCc1ccco1 | ? | -3% | 4% | 1 | -5% | 0% | -2% | 14% | 2% | -15% | 12%
CCCCNc1ncnc2c1cnn2Cc1ccc(Cl)cc1 | 9% | 11% | ? | 0 | -3% | -16% | -2% | . | -19% | 16% | -4%
Cc1c(NC(=O)c2cc3ccccc3c(=O)s2)c(=O)n(-c2ccccc2)n1C | 35% | 3% | -13% | 4 | ? | 0% | 2% | -18% | -1% | 11% | -8%
Cc1ccc(C(=O)N/N=C/c2ccc(-c3cccc(C(F)(F)F)c3)o2)cn1 | 3.5µM* | 10µM* | ? | -8 | 0% | -34%[inhibitor] | -2% | -5% | 2% | . | -17%
O=C(Cn1ccc(C(F)(F)F)n1)NNC(=O)c1cccnc1 | -11% | 6% | -1% | 7 | 2% | -4% | 5% | -2% | 0% | . | 2%
Cc1noc(C)c1Cn1nc(C(=O)O)c2ccccc2c1=O | 10% | -11% | 12% | 0 | 7% | 2% | 1% | 2% | 6% | -17% | 9%
Cc1sc2ncn(CC(=O)NCC(=O)N3CCN(c4ccc(F)cc4)CC3)c(=O)c2c1C | 11% | -11% | -27% | -3 | 4% | 1% | 0% | . | 4% | -9% | 0%
Cc1nc2cc(CC(=O)O)ccc2o1 | -8% | -11% | 7% | 9 | -6% | 7% | 1% | 0% | -2% | -8% | -3%
Cc1ccc(C(=O)NC(=S)N2CCN(c3cc(C)ccc3C)CC2)cc1 | 1µM* | 1µM* | ? | 11 | -3% | -1% | 1% | 0% | -22% | . | 4%
Oc1ccc(-c2csc(-c3cccnc3)n2)c(O)c1 | ? | 1% | ? | -16 | ? | ? | 3µM* | -3% | 2% | 14% | ?
CC(C)Cn1cnc2c1c(=O)n(CC(=O)O)c(=O)n2Cc1ccccc1 | -13% | -6% | 0% | -11 | -3% | 0% | -1% | . | -4% | -20% | 0%
Cc1cccc2cc(C3CC(c4cccs4)=NN3C(=O)CCC(=O)O)c(Cl)nc12 (stereo unspecified) | 11% | -14% | 21% | 3 | 16% | 1% | 0% | 2% | -2% | 3% | -8%
Cc1c(C(=O)Nc2ccc(OCc3ccccc3)cc2)cccc1[N+](=O)[O-] | -28% | -23% | 0% | -25 | -1% | -5% | -1% | -7% | 0% | ? | 5%
CC1CCc2c(C(=O)NCCCN3CCOCC3)csc2C1 (stereo unspecified) | 0% | -11% | 15% | -3 | 1% | 5% | -12% | -18% | 2% | -11% | -2%
CC(=O)C(=Nc1ccccc1Cl)NNc1ccc(Cl)cc1 | ? | -19% | -18% | -25 | 30% | 5% | -16% | -13% | ? | -6% | 2%
NC(=O)C1=C[C@H](c2csc3ccccc23)C[C@H](OCc2ccc(CO)cc2)O1 | 1% | -7% | -12% | 6 | 23% | 6% | -14% | 3% | 21% | -8% | 8%
CC(=O)Nc1cccc(C(=O)OC(C(=O)c2ccc(C)c(C)c2)c2ccccc2)c1 (stereo unspecified) | 19% | ? | ? | 6 | -4% | -4% | 1% | 2% | -12% | ? | -2%
CC(=O)Nc1ccc(-c2cn3ccsc3n2)cc1 | ? | ? | ? | . | -11% | 1.6µM* | 12µM* | 3% | -5% | 7% | 1.4µM*
O=C(CN1CCCC1)NCC12CC3CC(CC(C3)C1)C2 | 10% | -4% | ? | 21 | -11% | 5% | -2% | -10% | -6% | -9% | 4%
CC(=O)c1cccc(NC(=O)N2CCCC2C(=O)NC2CCCC2)c1 (stereo unspecified) | 1% | 7% | 13% | -2 | 7% | 0% | 2% | . | 0% | . | 5%
COc1ccc(Cl)cc1N(C(C)C(=O)O)S(C)(=O)=O (stereo unspecified) | 4% | 10% | -8% | 10 | 0% | 1% | 1% | -1% | -7% | 0% | 0%
COc1ccc(C(OC(=O)c2c(C)noc2C)C(=O)NC2CCCC2)cc1 (stereo unspecified) | 11% | 6% | 24% | 1 | 0% | 1% | 9% | 0% | 4% | 125%[activator] | 1%
S=c1nc(C2CCCCC2)[nH]c2ccccc12 | 0.63µM* | 8.9µM* | 7% | -5 | 7% | 1% | 6% | -2% | -4% | 12% | -1%
CCO[C@@H]1OC(C(=O)N2CCN(Cc3ccc4c(c3)OCO4)CC2)=C[C@H](c2ccc3c(c2)OCO3)[C@H]1CCCO | -2% | -14% | -17% | 10 | 3% | 4% | 3% | -2% | 3% | ? | -5%
Cc1cc(C)nc(NC(=O)CSc2nnnn2-c2ccccc2)n1 | 20% | 26% | ? | -20 | -13% | 2% | -8% | -2% | 0% | 6% | -4%
CCOc1cc(Br)c(/C=C2/C(=O)N(C)C(=S)N2CC(=O)OC)cc1OC | 7% | 0% | -4% | 15 | -1% | -1% | 0% | 1% | 3% | -1% | -4%
Cc1ccc(C2=NNC(C(O)C(O)C(O)C(O)CO)S2)cc1 (stereo unspecified) | ? | -17% | ? | 4 | 2% | 2% | 21µM* | 4% | -5% | -8% | 12%
COC(=O)CSc1nc2ccc(C)cc2[nH]1 | 8% | 4% | 21% | 10 | -13% | -1% | ? | 8% | 0% | 16% | 0%

Structures shown so far that have a nitro group on carbon:
SMILES | RORgamma inh | Gal4-VP16 FLuc | ELG1 DNA repair | KCNH2 3.1 inh | MBNL1-CUG inh | NPC1 prom act | FLuc modulator | PKM2 activator | Mito fusion act | Menin-MLL TR inh | Rab9 promoter act
COc1ccc(-n2c(-c3cccc(C)c3[N+](=O)[O-])n[nH]c2=S)cc1 | 7.9µM* | -6% | 10% | -9 | -1% | 1% | 4% | 11µM* | -1% | -17% | 4%
Cc1c(C(=O)Nc2ccc(OCc3ccccc3)cc2)cccc1[N+](=O)[O-] | -28% | -23% | 0% | -25 | -1% | -5% | -1% | -7% | 0% | ? | 5%

Assay outcomes from PubChem BioAssay.

The list is partial (hit frequency here may not be typical).
